# From PubChem
# Mcl-1 Bim block: disrupts Bim peptide binding to human Mcl-1. inhibition, % at 10 µM. AID 1009. actives 0.1% (n = 190,000). Bead-based flow cytometry, Bim peptide-Mcl-1 binding; in the data active means inhibition above about 40%;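 further: 0% = no compound tracer wells and 100% = peptide blocker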
# Target sequence (Q07820 whole entry, looked up): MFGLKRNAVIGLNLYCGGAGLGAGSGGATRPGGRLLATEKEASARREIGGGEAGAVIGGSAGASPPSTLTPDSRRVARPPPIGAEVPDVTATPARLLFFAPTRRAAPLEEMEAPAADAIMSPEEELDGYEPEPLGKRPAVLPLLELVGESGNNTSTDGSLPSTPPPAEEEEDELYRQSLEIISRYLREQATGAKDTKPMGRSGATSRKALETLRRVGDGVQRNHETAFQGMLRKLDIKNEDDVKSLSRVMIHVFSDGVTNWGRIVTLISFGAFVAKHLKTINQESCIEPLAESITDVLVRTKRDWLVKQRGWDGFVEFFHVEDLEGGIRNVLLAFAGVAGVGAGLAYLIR
# Mcl1-Noxa inh: Mcl-1/Noxa interaction inhibition; Q07820; TR-FRET Mcl-1/Noxa peptide binding, 2 h; inhibition, % at 21.7 µM; actives 1.5% (n = 220,000); AID 1022;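 active means compounds that cut the protein-peptide binding signal by more than 50% relative to plate controls in a single-dose test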;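 further: His-tagged Mcl-1 with rhodamine Noxa BH3 peptide and terbium anti-His antibody; 0% = Mcl-1 plus Noxa peptide wells and 100% = peptide-only wells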
# RGS8-Gao reg: regulators of human RGS8-Galphao interaction | AID 1423 | multiplexed bead flow cytometry, RGS8-Galphao binding; actives lie on both sides | response (percent of control binding), % at 10 µM | P09471 | actives 0.34% (n = 220,000); in the data active means response below about 60% or above about 140%; inactive means in between;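 further: Galphao activated as the GDP aluminium fluoride complex binding bead-coupled RGS8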
# ABCB1 block: human ABCB1 inhibition, ABCG2 as counter-screen; AID 1326; actives 0.067% (n = 190,000); CCRF-Adr cells, JC-1 efflux, flow cytometry; inhibition, % at 6.6 µM; in the data active means inhibition above about 40%;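 further: 0% = vehicle and 100% = reference inhibitor; higher value means more JC-1 retained so stronger ABCB1 efflux block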
# ABCG2 block: human ABCG2 inhibition, ABCB1 as counter-screen. Q9UNQ0. IgMXP3 cells, JC-1 efflux, flow cytometry. inhibition, % at 6.6 µM. actives 0.1% (n = 190,000). AID 1325;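 active means inhibition above 80%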;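 further: 0% = DMSO and 100% = nicardipine control wells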
# Target sequence (Q9UNQ0 whole entry, looked up): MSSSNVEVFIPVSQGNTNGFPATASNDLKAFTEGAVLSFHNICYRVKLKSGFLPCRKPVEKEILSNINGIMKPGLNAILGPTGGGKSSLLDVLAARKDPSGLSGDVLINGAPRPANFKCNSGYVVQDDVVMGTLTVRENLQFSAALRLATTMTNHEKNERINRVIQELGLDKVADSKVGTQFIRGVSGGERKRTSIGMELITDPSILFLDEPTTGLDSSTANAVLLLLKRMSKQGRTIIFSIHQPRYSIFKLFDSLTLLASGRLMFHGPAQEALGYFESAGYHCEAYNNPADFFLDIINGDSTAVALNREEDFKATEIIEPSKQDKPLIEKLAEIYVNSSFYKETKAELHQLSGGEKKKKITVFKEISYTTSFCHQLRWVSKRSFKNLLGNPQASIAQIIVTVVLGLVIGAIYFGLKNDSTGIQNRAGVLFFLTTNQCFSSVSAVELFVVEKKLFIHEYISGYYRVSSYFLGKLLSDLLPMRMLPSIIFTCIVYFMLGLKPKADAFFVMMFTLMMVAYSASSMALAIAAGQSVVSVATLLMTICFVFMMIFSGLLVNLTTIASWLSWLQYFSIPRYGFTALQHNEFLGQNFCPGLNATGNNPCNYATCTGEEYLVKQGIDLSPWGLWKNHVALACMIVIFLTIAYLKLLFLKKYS
#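 Times: 10 min at 25 °C | Test system: Two drug-resistant human cell lines, ABCG2 and ABCB1 | Quantity: 3 million cells/mL final, two lines in 1:1 ratio | Signal: Flow cytometry, 530 nm JC-1 signal | Dosing: Compound at 6.6 µM | Controls: Nicardipine and DMSO wells | Reagent: JC-1 as fluorescent efflux pump substrate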
# Pf gamet viab: kills late stage P. falciparum gametocytes | actives 0.065% (n = 150,000) | inhibition, % at 10.9 µM | P. falciparum stage V gametocytes, ATP luminescence, 24 h;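 active means inhibition above the mean plus 3 SD of compounds within the control limits, set per campaign, cut at about 38% in these data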;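 further: 0% = DMSO wells and 100% = medium only without gametocytes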
# RGS4-Gao reg: human RGS4-Galphao interaction regulation | Multiplexed bead flow cytometry, RGS4-Galphao binding; actives lie on both sides | actives 0.33% (n = 220,000) | binding response (% of control), % at 10 µM | P09471; in the data active means binding response below about 49% or above about 150%; inactive means in between;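 further: fluorescent Galphao activated with aluminum fluoride binding bead-coupled RGS4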
# Mcl1-Bid inh: disrupts binding of human Mcl-1 to Bid peptide; TR-FRET Mcl-1/Bid-Dy647 peptide binding, 1536-well; inhibition, % at 21.7 µM; actives 0.97% (n = 220,000);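 active means compounds that cut the binding signal by more than half at the single screening dose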;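 further: His-tagged Mcl-1 with europium anti-His antibody binding Bid BH3 peptide; 0% = Mcl-1 plus peptide wells and 100% = peptide-only wells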
# RGS7-Gao: modulates binding of RGS7 to human Galphao; AID 1439; binding response (% of control), % at 10 µM; Multiplexed bead flow cytometry; actives lie on both sides; P09471; actives 0.35% (n = 220,000); in the data active means binding response below about 49% or above about 150%; inconclusive means no clear call, values can overlap the other calls; inactive means in between;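 further: fluorescent Galphao held in activated GDP-AlF4 state binding bead-coupled RGS7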
# Avidin fluor: avidin bead compound fluorescence profile. Avidin beads, compound fluorescence 488/530 nm, flow cytometry; stronger effect = higher value. fluorescence (KMESF) at 10 µM. actives 0.38% (n = 220,000); in the data active means fluorescence above about 47; further: inactives centre near 10
# GSH bead fluor: compound fluoresces at 488/530 nm on GSH beads | GSH beads flow cytometry, compound fluorescence 488/530 nm; stronger effect = higher value | fluorescence (KMESF) at 10 µM | actives 0.25% (n = 190,000); in the data active means fluorescence above about 89;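 further: glutathione beads carrying GST-tagged Bcl family fusion proteins plus one bare bead set; values are compound well signal with DMSO vehicle wells as background; inactives centre near 16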
# An asterisk follows results filed as active; ? = inconclusive; . = no result given.
molecule	Mcl-1 Bim block	Mcl1-Noxa inh	RGS8-Gao reg	ABCB1 block	ABCG2 block	Pf gamet viab	RGS4-Gao reg	Mcl1-Bid inh	RGS7-Gao	Avidin fluor	GSH bead fluor
CSc1ncc(Cl)c(C(=O)Nc2nnc(SC)s2)n1	-4	11	109	-0.6	4	-7	114	-16	111	10	38
COc1cc(CN2CCC(CO)(CCOc3ccccc3)CC2)cc(OC)c1OC	0	-4	100	0.5	2	2	100	-25	94	13	14
C/C=C/Cn1c(Br)nc2c1c(=O)[nH]c(=O)n2C	0	11	100	0.0	2	.	100	-9	101	8	13
CC(C)COC(=O)C1C2C=CC3(CN(C(C)c4ccc(Br)cc4)C(=O)C13)O2 (centres undefined)	0	-7	98	1.2	2	.	97	-24	94	6	15
O=C(CC1NCCNC1=O)Nc1ccc([N+](=O)[O-])cc1 (centres undefined)	-1	-4	96	0.9	6	13	94	-8	?	12	12
OC1CCN(Cc2cn(Cc3ccccc3)nc2-c2cc3ccccc3o2)CC1	-2	12	104	0.2	2	2	105	-16	105	13	14
CCOc1ccccc1-n1c(=S)sc2c(=O)n(-c3ccc(C)cc3)c(=S)[nH]c21	-7	23	88	0.0	0	.	95	-45	95	5	17
CN(Cc1ccon1)C(=O)CC1C(=O)NCCN1CC(C)(C)C (centres undefined)	6	0	93	0.1	0	10	91	-36	92	10	24
COc1ccc(NC(=O)CC2C(=O)N(c3ccc(F)cc3)C(=S)N2NC(=O)c2ccc(Cl)cc2)cc1 (centres undefined)	0	8	103	-0.2	-5	.	104	-38	101	2	6
CCn1c2ccccc2c2cc(Nc3cc(C)nc4ncnn34)ccc21	0	17	105	-1.2	-1	.	105	-10	108	6	16
COCCCNc1c2c(nc3nnnn13)CCCC2	0	0	87	0.2	2	.	88	-14	90	5	11
Cc1ccc(OCCNC(=O)Cc2ccc(F)cc2)cc1	2	6	100	0.5	8	.	98	-6	99	10	11
CCC(=O)Nc1cccc(Br)c1	0	-12	101	0.1	1	.	104	-21	100	9	7
Cc1cc(Oc2nc3c(C)cccn3c(=O)c2/C=C(\C#N)S(=O)(=O)c2ccc(Cl)cc2)ccc1Cl	-3	-7	104	-0.4	-3	9	102	-4	102	12	17
CN1CCN(S(=O)(=O)c2ccc3c(c2)OCCO3)CC1	1	11	105	0.7	0	.	102	-12	101	15	16
COc1cc(-c2nnc(CSc3nnc(N)s3)o2)cc(OC)c1OC	-5	16	117	-0.3	-2	-6	103	-19	103	9	14
N/C(=N\OC(=O)c1ccc2c(c1)OCO2)c1ccc(Cl)cc1	1	6	100	2.5	42	.	101	-8	102	9	17
COC(=O)C1=C(C)N(CCC2=CCCCC2)C(=O)C1	0	-8	100	0.6	2	8	103	7	97	9	46
O=C(Nc1cccc2ccccc12)c1onc2c1CCCC2	-1	-2	99	0.1	4	.	102	-54	101	10	41
COc1cc(/C=C2\SC(=O)N(c3cccc(Cl)c3)C2=O)cc([N+](=O)[O-])c1O	3	66*	87	-0.7	2	8	97	73*	98	6	11
CC1CN(C(c2cccs2)c2sc3ncnn3c2O)CC(C)O1 (centres undefined)	0	15	100	0.2	3	.	100	-9	106	15	21
CS(=O)(=O)N(CC(=O)NCc1ccc2c(c1)OCO2)C1CCCCC1	0	-9	103	0.1	0	16	101	-12	102	21	11
O=C(COc1ccc2oc(-c3ccccc3)cc(=O)c2c1)NCc1ccco1	3	-14	100	1.1	4	.	99	-9	101	21	17
OCCC1CN(Cc2cccn2-c2cccnc2)CCN1Cc1ccc(F)cc1 (centres undefined)	0	12	109	-0.5	-2	.	103	-43	103	12	15
COc1cccc([C@@H]2Oc3ccc(OC)cc3C(=O)[C@H]2O)c1	-4	-1	102	0.3	4	.	99	-6	101	10	19
Cc1ccc(/C=N/n2c(-c3ccccn3)n[nH]c2=S)o1	.	2	98	.	.	-1	99	-52	?	8	.
O=C(N/N=C/c1c(O)n(Cc2ccccc2)c(=O)c2ccccc12)c1cccnc1	0	-9	98	-0.1	-3	10	100	-52	?	9	17
Cn1c(CSCCOc2ccccc2)n[nH]c1=S	.	4	102	.	.	19	105	-36	?	6	.
CC(C)NC(=S)N/N=C/c1sc(N2CCCCC2)nc1-c1cccs1	-3	-43	102	-0.4	-5	.	104	-32	103	5	9
Cc1onc(-c2c(F)cccc2Cl)c1C(=O)OCC(=O)Nc1c(C)n(C)n(-c2ccccc2)c1=O	-5	3	100	0.4	1	.	97	-36	98	6	279*
COc1ccccc1N1CCN(C(CNS(C)(=O)=O)c2cccnc2)CC1 (centres undefined)	0	0	113	0.3	2	4	109	-32	114	25	38
Cc1cnc(C(=O)OCC(=O)NCCCc2ccccc2)cn1	1	14	104	1.4	7	-4	102	-20	100	25	27
CC(C)(C)N1CSC(=S)N(Cc2ccccc2)C1	-3	15	104	0.8	3	2	99	-28	101	23	11
S=C(Nc1ccc2snnc2c1)N1CCN(c2ccccn2)CC1	0	19	94	0.3	8	.	91	-22	91	34	25
Oc1ccccc1-c1n[nH]c(=S)n1Cc1ccco1	-1	-4	97	-0.1	1	8	95	-92	104	7	38
Cc1oc(CN2CCOCC2)cc1C(=O)O	1	14	100	0.3	1	.	101	-45	?	9	24
CCOC(=O)c1cc(-c2ccccc2)sc1NC(=O)C(C)OC(=O)c1cccnc1OCC (centres undefined)	-1	-1	100	-0.1	1	6	102	-6	105	6	15
CCc1ccc(OCC(=O)NN2Cc3ccccc3C2=N)cc1	3	22	101	1.1	4	5	103	3	?	12	10
Cc1cccnc1N(C(=O)Nc1ccccc1)C1=NCC(C)(C)S1	0	0	101	0.5	1	.	101	2	100	10	27
Cc1cc(=O)oc2cc(OCCSCCN3CCOCC3)ccc12	-2	.	101	-0.2	0	1	98	.	100	8	42
COc1cc(NS(=O)(=O)c2ccc(OC)c(C)c2C)c(OC)cc1Cl	-1	19	103	1.0	2	16	100	-8	101	7	22
COc1ccccc1NC(=O)Nc1ccc(Cc2ccncc2)cc1	0	9	99	-0.1	5	-23	99	-5	99	7	17
CO/N=C/C(=N\Nc1ccccc1)C(=O)c1ccccc1	-1	-3	99	0.2	3	-13	99	-26	101	10	13
COc1ccc(NC(=O)CN2CCOCC2)cc1	-3	-3	95	0.3	1	-25	91	71*	91	8	12
CC1C/C(=C/c2ccco2)C(=O)/C(=C/c2ccco2)C1 (centres undefined)	16	53*	96	2.8	-7	.	97	-13	94	3	9
CN(C)CCCNC(=O)/C(=N\O)c1ccccc1	-2	-13	95	-0.8	-3	.	90	-16	89	22	25
CCOC1(OCC)N=C(N)C2(C#N)C(c3cccc(OC)c3OC)C12C#N (centres undefined)	-3	-10	103	0.0	0	.	102	-5	100	22	14
Cc1ccc(CC(=O)Nc2ccc(F)c([N+](=O)[O-])c2)cc1	-1	16	101	0.7	13	4	102	-17	101	13	5
CCC(=O)c1ccc(OCC(O)CN2C(=O)NC(C)(C)C2=O)cc1 (centres undefined)	2	-7	102	0.7	2	.	101	-27	103	12	21
COc1ccc(CCN2CC(C(=O)O)CC2=O)cc1 (centres undefined)	-2	5	103	1.2	4	32	101	-19	99	7	19
Cc1ccccc1S(=O)(=O)N(CC(O)CN1C(=O)NC(C)(C)C1=O)c1ccccc1 (centres undefined)	.	-11	97	.	.	0	92	-18	?	7	.
COc1ccc(/C=C/C(=O)OCC(=O)NCCC2=CCCCC2)cc1	0	1	110	0.1	3	-11	111	-24	?	14	15
COC(C(=O)NNC(=O)Cc1ccc(Cl)cc1)c1ccccc1 (centres undefined)	.	-15	101	.	.	-12	97	-11	?	5	.
O=C(Nc1ccccc1)N1CCCC1c1cccs1 (centres undefined)	.	-11	102	.	.	-5	100	-3	?	8	.
CCN(CC)C(=O)N1CCN(C(=O)N(CC)CC)CC1	-2	-8	103	0.3	1	-8	96	-32	96	11	14
CCC(C)(C)C1CCC2(CC1)NC(CO)(CO)CO2 (centres undefined)	-29	10	97	0.1	0	.	103	4	103	8	46
COC(=O)C1=C(N)Oc2cc(C)n(Cc3cccnc3)c(=O)c2C1c1ccc(OC)c(OC)c1OC (centres undefined)	0	-1	99	0.2	1	.	102	-50	98	34	12
CCN1C(=O)/C(=C2/Sc3ccccc3N2CC)S/C1=N\c1ncn[nH]1	4	44	104	0.2	1	-6	103	-53	97	9	19
Cc1c(Cl)cccc1NC(=O)NCc1ccncc1	0	0	101	1.7	12	11	104	-16	101	11	19
Cc1cc(=O)c2c(O)c(O)ccc2o1	0	2	99	0.2	1	.	100	-16	95	24	8

# New compounds follow.
molecule	Mcl-1 Bim block	Mcl1-Noxa inh	RGS8-Gao reg	ABCB1 block	ABCG2 block	Pf gamet viab	RGS4-Gao reg	Mcl1-Bid inh	RGS7-Gao	Avidin fluor	GSH bead fluor
O=C(NCc1ccc2c(c1)OCO2)c1cc([N+](=O)[O-])ccc1N1CCCCC1	-4	11	98	3.6	50	0	98	-21	102	7	17
O=C1c2ccccc2C(=O)N1Cc1cnc(N2CCN(c3ccccc3)CC2)s1	1	15	102	2.7	6	-35	104	-20	?	8	17
COCCn1c(C)cc(C(=O)CSc2nnc(C)s2)c1C	-3	17	96	0.5	5	.	90	-28	93	15	28
CN1CCN(c2ncnc3c2c(-c2ccccc2)cn3-c2ccc(F)cc2)CC1	0	4	119	1.9	2	-20	96	-18	92	6	16
O=C1C=C(Nc2cccc(Cl)c2)CC(c2ccco2)C1 (centres undefined)	-4	2	128	0.1	2	-8	110	15	110	7	16
Cc1c(NC(=O)c2cccs2)cccc1C(=O)O	-1	13	101	0.2	5	.	92	-6	90	18	28
COc1ccc(NC(=S)c2ccncc2)cc1	-7	6	102	0.1	7	.	102	-15	99	11	15
CC(=O)c1c(O)c(C)c(-c2ccccc2)n(-c2ccccc2)c1=O	-1	9	101	0.3	1	15	97	-68	94	22	9
COc1ccc(C(=O)NC(=O)Nc2ncccc2C)cc1	-2	21	70	-0.2	7	.	77	7	74	2	48
O=C(Nc1cc(N2CCOCC2)ncn1)c1ccc(F)cc1	0	7	98	0.5	2	11	97	-23	92	6	15

# Mcl1-Noxa inh: hit marks shown above
Structure | Mcl-1 Bim block | Mcl1-Noxa inh | RGS8-Gao reg | RGS4-Gao reg | Mcl1-Bid inh | RGS7-Gao | Avidin fluor | GSH bead fluor
COc1cc(/C=C2\SC(=O)N(c3cccc(Cl)c3)C2=O)cc([N+](=O)[O-])c1O | 3 | 66* | 87 | 97 | 73* | 98 | 6 | 11
CC1C/C(=C/c2ccco2)C(=O)/C(=C/c2ccco2)C1 (centres undefined) | 16 | 53* | 96 | 97 | -13 | 94 | 3 | 9
